# Bioassay records: PubChem BioAssay, several laboratories
# MEX-5 binding – C. elegans MEX-5 TCR-2 RNA binding activity; Q9XUB2; MEX-5/FITC-TCR2 RNA binding, fluorescence polarization; stronger effect = lower value; activity score (negative = inhibition of binding), % at 10 µM; actives 0.38% (n = 300,000); AID 1832;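 active = inhibition past about -25% in most replicates, and total fluorescence under double the plate's negative control median, limit read from the data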;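 also: 0% = DMSO and -100% = 5 µM competing unlabeled TCR2 RNA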
# ZTA DNA inh – ZTA (EBV) inhibition in EBNA-1 counter-screen; ZTA-DNA binding, fluorescence polarization; actives 0.15% (n = 320,000); inhibition, % at 11 µM; in the data active = inhibition above about 33%
# Target sequence (P03206 whole entry, looked up): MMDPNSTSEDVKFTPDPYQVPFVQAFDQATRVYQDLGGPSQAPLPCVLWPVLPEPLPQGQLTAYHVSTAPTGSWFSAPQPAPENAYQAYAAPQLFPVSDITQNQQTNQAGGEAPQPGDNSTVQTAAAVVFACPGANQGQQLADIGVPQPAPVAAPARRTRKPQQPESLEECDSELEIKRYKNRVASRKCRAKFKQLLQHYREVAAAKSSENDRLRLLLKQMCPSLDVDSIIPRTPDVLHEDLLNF
# MCL1 BIM primary – inhibitors of human MCL1 binding to BIM-BH3 peptide; Q07820; GST-MCL1 / FITC-Bim-BH3 fluorescence polarization; inhibition, % at 10.9 µM; actives 0.68% (n = 320,000); AID 2057;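 active = inhibition above the mean inhibition of all tested compounds plus 3 SD, set per campaign, cut at about 40% in these data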;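 also: 0% = DMSO wells and 100% = unlabeled Bim-BH3 peptide control; higher means more loss of mP so more displacement of Bim peptide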
# Target sequence (Q07820 whole entry, looked up): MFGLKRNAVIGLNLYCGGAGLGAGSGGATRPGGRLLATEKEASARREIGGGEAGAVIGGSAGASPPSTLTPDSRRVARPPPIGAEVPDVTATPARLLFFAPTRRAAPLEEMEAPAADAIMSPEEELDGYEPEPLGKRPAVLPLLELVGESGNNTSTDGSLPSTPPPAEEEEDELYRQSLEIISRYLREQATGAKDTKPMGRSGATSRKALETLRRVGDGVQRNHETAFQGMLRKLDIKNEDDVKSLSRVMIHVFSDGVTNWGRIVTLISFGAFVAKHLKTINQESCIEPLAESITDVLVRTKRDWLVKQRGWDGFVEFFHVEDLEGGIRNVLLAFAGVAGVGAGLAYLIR
# CR mimetic SO – yeast age-related superoxide inhibition as caloric restriction mimetic; S. cerevisiae aged cells, superoxide DHE fluorescence; stronger effect = lower value; AID 2690; actives 0.18% (n = 330,000); superoxide response (% of plate mean), % at 10 µM;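 active = superoxide response under a set limit, about three screen SD below normal, cut at about 65% in these data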;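 also: yeast aged for seven days with compound at 30 °C before DHE staining; 100% = average MFI of all compound-treated wells on the plate with controls excluded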
# EBNA-1 inh – blocks EBNA-1 binding to DNA; inhibition, % at 14.8 µM; EBNA-1 DNA binding, fluorescence polarization; actives 0.34% (n = 300,000); in the data active = inhibition above about 28%
# GLD-1 TGE inh – GLD-1-TGE RNA interaction inhibition (C. elegans) | purified GLD-1 + fluorescein TGE RNA, fluorescence polarization | inhibition, % at 5.96 µM | actives 0.44% (n = 320,000) | AID 2280;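 active = percent inhibition above a per-plate cutoff, the plate mean of test compounds plus 3 SD, cut at about 30% in these data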;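 also: 0% = DMSO wells with GLD-1 and probe and 100% = wells lacking GLD-1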
# Target sequence (Q17339 whole entry, looked up): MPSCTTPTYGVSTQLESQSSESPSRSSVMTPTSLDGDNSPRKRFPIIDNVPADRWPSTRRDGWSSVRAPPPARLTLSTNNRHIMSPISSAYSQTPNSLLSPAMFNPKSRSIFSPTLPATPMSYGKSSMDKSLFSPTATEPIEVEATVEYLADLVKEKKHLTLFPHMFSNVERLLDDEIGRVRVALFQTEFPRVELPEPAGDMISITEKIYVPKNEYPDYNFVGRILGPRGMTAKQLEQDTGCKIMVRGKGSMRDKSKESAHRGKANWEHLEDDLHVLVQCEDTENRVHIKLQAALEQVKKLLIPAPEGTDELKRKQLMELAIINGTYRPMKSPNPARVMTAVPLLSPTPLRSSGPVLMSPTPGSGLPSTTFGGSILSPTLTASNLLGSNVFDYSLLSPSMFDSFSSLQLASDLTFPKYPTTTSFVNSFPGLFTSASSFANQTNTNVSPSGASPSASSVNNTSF
# Fam108B counter – blocks mouse Fam108B hydrolase in RBBP9 counter-screen; AID 1947; actives 0.33% (n = 300,000); recombinant Fam108B, FP-Rh probe fluorescence polarization; inhibition, % at 9.51 µM;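 active = inhibition above the screen mean inhibition plus 3 SD, computed separately per campaign, cut at about 18% in these data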;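 also: inhibitors lower polarization as less probe binds the enzyme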
# Efflux pump mplx – antifungal efflux pump inhibition, Nile Red retention | actives 0.44% (n = 330,000) | S. cerevisiae Candida pump triplex | AID 485275 | inhibition, % at 10 µM;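 active = plate passing quality check with inhibition over a set limit, or well fluorescence over plate mean plus 4 SD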;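 also: Nile Red retained in pooled yeast measured as flow cytometry median fluorescence; 0% = buffer negative control and 100% = Enniatin B positive control; higher means more Nile Red kept so more efflux inhibition; some compounds called inactive have numbers as strong as hits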
# Bcl-xL primary – blocks human Bcl-xL binding to Bim BH3 peptide; Q07817; GST-Bcl-xL / FITC-Bim BH3 peptide fluorescence polarization; inhibition, % at 10.9 µM; actives 0.7% (n = 320,000);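 active = inhibition above the mean of all tested compounds plus 3 SD, cutoff set per campaign, cut at about 30% in these data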;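 also: 0% = DMSO wells and 100% = unlabeled Bim-BH3 peptide competitor; inhibitors lower millipolarization by displacing the labeled peptide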
# An asterisk follows results filed as active; · = no result given. Random draw from the library; about 2.3% have a hit in one of these screens.
SMILES,MEX-5 binding,ZTA DNA inh,MCL1 BIM primary,CR mimetic SO,EBNA-1 inh,GLD-1 TGE inh,Fam108B counter,Efflux pump mplx,Bcl-xL primary
N/C(=N\OC(=O)CCCOc1ccccc1)c1cccc([N+](=O)[O-])c1,2.0,-6,0,94,3,8,4,0.2,4
CCN1CCCC1CNS(=O)(=O)c1ccc(F)c(Cl)c1 (stereo not drawn),-0.3,-8,-3,107,-5,2,1,0.1,-5
Cc1cccc(-c2cc3c(N=O)c4ccccc4c-3n[nH]2)c1,0.0,-6,9,142,30*,1,-41,0.0,2
O=S(=O)(O)c1cccnc1SCc1ccccc1,·,-12,-5,101,-4,1,2,0.1,4
Cc1cccc(NC(=O)CCNC(=O)c2ccccc2Cl)n1,2.4,4,3,96,-9,1,-1,-0.1,6
CCCCNC(=O)[C@H]1N2C(=O)c3c(ccc(OC)c3OC)C2SC1(C)C (stereo partly drawn),-0.2,-3,11,114,6,7,1,-0.1,5
CCN(C(=O)COC(=O)Cc1coc2cc(C)ccc12)c1c(N)n(Cc2ccccc2)c(=O)[nH]c1=O,·,-6,-19,104,·,8,·,-0.3,-10
N#CC1=C(S)N=C(N)C(c2nc(-c3ccccc3)cs2)C12CCCC2 (stereo not drawn),0.3,-8,-34,119,1,-18,-5,0.1,-14
Cc1ccc(Oc2ncccc2/C=N/O)cc1,1.9,2,6,83,7,2,-3,-0.4,6
COc1ccc([N+](=O)[O-])cc1N(CC(O)CN1CCOCC1)S(=O)(=O)c1ccccc1 (stereo not drawn),-0.4,-7,7,91,-1,-4,-3,-0.1,4
O=C(/C=C/Nc1ccc(F)cc1Br)c1ccccc1,-1.7,6,1,95,-1,7,3,0.5,1
COCCCN(C(=O)c1ccco1)c1nc(-c2ccc(OC)cc2)cs1,0.5,0,-13,100,8,0,-2,0.0,2
CCOc1ccccc1NC(=O)Cn1c(=O)oc2cc(Cl)ccc21,0.9,-4,16,97,3,-4,4,-0.2,8
Cc1ccc(/C=N/NC(=O)CSc2nc3ccccc3s2)o1,-2.2,3,5,105,2,4,5,0.0,6
O=C(Nc1cccc(F)c1)Nc1cccc(Cl)c1,2.4,-8,2,110,-8,3,-3,0.4,-2
CC(NS(=O)(=O)c1ccc2c(c1)OCCO2)c1ccccc1 (stereo not drawn),0.6,-16,-13,99,-16,-2,-1,0.2,-1
Cc1[nH]c(=O)[nH]c(=O)c1N1CCOCC1,-1.8,12,-2,111,2,5,-4,0.0,4
CC(C)C(=O)N1CCC(Cc2ccccc2)CC1,0.1,7,3,102,12,-6,0,0.0,3
COc1ccc(NC(=O)CCNC(=O)C2CCN(S(=O)(=O)c3ccc(OC)cc3)CC2)cc1,-1.8,13,5,101,1,5,-2,-0.1,13
COC(=O)C1CCN(C(=O)Nc2ccccc2)CC1,-4.4,-8,13,87,0,1,0,-0.1,4

# The list goes on, starting with the last 4 of the part before.
SMILES,MEX-5 binding,ZTA DNA inh,MCL1 BIM primary,CR mimetic SO,EBNA-1 inh,GLD-1 TGE inh,Fam108B counter,Efflux pump mplx,Bcl-xL primary
Cc1[nH]c(=O)[nH]c(=O)c1N1CCOCC1,-1.8,12,-2,111,2,5,-4,0.0,4
CC(C)C(=O)N1CCC(Cc2ccccc2)CC1,0.1,7,3,102,12,-6,0,0.0,3
COc1ccc(NC(=O)CCNC(=O)C2CCN(S(=O)(=O)c3ccc(OC)cc3)CC2)cc1,-1.8,13,5,101,1,5,-2,-0.1,13
COC(=O)C1CCN(C(=O)Nc2ccccc2)CC1,-4.4,-8,13,87,0,1,0,-0.1,4
CCOC(=O)c1sc(=S)n(-c2ccccc2)c1NC(C)=O,0.3,-2,0,90,0,-7,3,0.2,3
COC(=O)c1ccc(NC(=O)c2ccc3nsnc3c2)cc1,-1.8,-1,1,91,-7,3,-1,0.0,3
COc1ccc(-c2noc(-c3ccccc3C(=O)Nc3cccc(OC)c3)n2)cc1,-0.5,-5,2,102,-7,-9,-17,0.0,2
COc1ccc(C2CC(=O)c3c([nH]c(C(=O)OC(C)C)c3C)C2)cc1OC (stereo not drawn),-0.3,4,-2,91,10,8,-4,0.1,3
O=C(Nc1ccccc1N1CCN(C(=O)c2ccc(Cl)cc2)CC1)c1cccc(F)c1,1.0,16,16,98,8,7,2,-0.7,4
CC(C)(C)c1cc(C(=O)O)n(Cc2ccc(Cl)cc2Cl)n1,-1.7,-3,1,113,6,1,0,-0.1,6
COc1cccc(/C=C/c2n[nH]c(=O)c(C#N)c2C)c1,-2.7,-7,4,96,-3,7,-3,0.2,4
COC(=O)c1cc(C(=O)NCc2ccc3c(c2)OCO3)cc([N+](=O)[O-])c1,1.4,-10,10,121,-10,1,-4,0.0,1
Cc1cc(C)cc(NC(=O)COC(=O)CCc2ccc(S(=O)(=O)N3CCOCC3)cc2)c1,1.6,4,1,95,0,2,-5,0.1,0
CNc1nc(Sc2ccc(C)cc2)cc(C(F)(F)F)n1,-0.5,-16,-1,121,-9,12,-3,0.0,-2
CC1(C)CC(NS(=O)(=O)c2ccc(S(N)(=O)=O)cc2)CC(C)(C)N1,-8.0,-4,118*,99,-14,89*,1,0.1,97*
COc1ccc(C(=O)OCC(=O)Nc2ccc(Cl)cn2)cc1,1.8,7,1,101,-3,8,-2,0.1,2
O=C(N/N=C/C1CC=CCC1)c1cc2ccccc2cc1O (stereo not drawn),-3.4,11,-26,102,-4,-30,6,-0.2,-14
CSCCC(C(=O)NC1=NCCS1)N1C(=O)c2ccccc2C1=O (stereo not drawn),1.3,10,5,98,-2,-9,-5,-0.1,-1
COc1ccc(S(=O)(=O)N2CCN(C(=O)c3cc(-c4ccc(C)cc4)n[nH]3)CC2)cc1,1.7,-7,-5,148,-5,2,-3,-0.1,-4
COc1ccc(CN2CN(C(C)C)CSC2=S)cc1,-0.4,-4,16,98,-2,0,9,0.1,12
CN1CC=C2C(C#N)=C(N)C(C#N)(C#N)[C@H](c3cccc(Cl)c3)C2C1 (stereo partly drawn),-59*,0,115*,112,2,79*,2,-0.2,104*
Cc1cc(C)c(S(=O)(=O)N2CCCC(C(=O)NCc3ccncc3)C2)c(C)c1 (stereo not drawn),2.4,14,7,111,-2,8,2,0.0,2
Cc1cccc(C)c1NS(=O)(=O)c1ccc(-c2ccc(=O)[nH]n2)o1,-2.7,-10,2,117,-18,2,-6,0.1,2
COc1ccc(C(CNC(=O)c2ccc(C)o2)N2CCOCC2)cc1 (stereo not drawn),0.1,-12,2,127,-4,8,0,0.0,2
Clc1ccc(C2[C@H]3CN(Cc4ccc(-c5ccccc5)cc4)[C@H](c4ccccc4)C34CC2(c2ccccc2)C4)cn1 (stereo partly drawn),3.3,5,-2,90,7,4,-1,0.0,3
Cc1nc2c(C)cccc2cc1C(=O)N/N=C/c1ccc(N(C)C)cc1,0.9,2,4,97,5,3,10,-0.3,-2
C=CCn1c(C)nc2c(sc3nc4c(cc32)COC(C)(C)C4)c1=O,-0.4,-4,3,105,3,-4,0,0.1,4
Cc1cc(C)n2nc(Cc3ccccc3)nc2n1,2.5,-5,7,91,2,-1,-1,0.1,4
O=C(CCCN1C(=O)/C(=C/c2ccccc2Cl)SC1=S)NNC(=O)c1ccc(Cl)cc1,-20,0,-2,112,-10,-2,-10,0.6*,-1
CN(CC(=O)N(C)CC(=O)Nc1c(Cl)cccc1Cl)Cc1ccc(Br)s1,·,-8,-11,125,·,-4,·,0.2,-8
COC(=O)c1ccc2c(c1)NC(=O)C1CCCN21 (stereo not drawn),-2.5,10,1,93,-6,1,-2,0.1,8
Clc1ccc(OCCCN2CCCC2)cc1Cl,-2.0,-12,0,97,-8,-8,1,0.4,2
C/C(=N\Nc1cc(N2CCOCC2)ncn1)c1ccc(O)cc1,-0.6,-8,2,86,5,0,0,0.1,1
Cc1c(N(C(=O)CNC(=O)c2ccccc2)C2(C(=O)NC3CCCC3)CCCCC2)c(=O)n(-c2ccccc2)n1C,0.6,-11,2,110,-1,-8,1,0.1,1
CC(NC(=O)c1ccc(Cl)cc1)C1CC2CCC1C2 (stereo not drawn),2.1,-13,4,100,12,6,5,-0.1,5
COc1ccc(-n2c(CN3CCN(c4ccccc4)CC3)nc3ccc([N+](=O)[O-])cc3c2=O)c(OC)c1,-0.3,12,3,107,10,-2,0,0.2,3
Cc1occc1C(=O)Nc1ccc2c(c1)CCC2,-1.4,-24,-3,103,-10,6,1,0.4,-4
C=CCN1CC(O)=C(c2nc3ccccc3[nH]2)C1=N,-1.0,-11,5,96,6,5,0,-0.1,0
COc1ccccc1N(CC(=O)NCCSCc1ccccc1Cl)S(C)(=O)=O,2.6,6,8,86,5,-1,-2,-0.1,7
Cc1cc(C)c(NC(=S)N(C)C)c(C)c1,0.1,8,4,98,-5,0,1,0.0,6
COc1cccc(C(=O)N2CCOCC2)c1OC,-2.1,17,0,100,3,2,8,-0.1,3
Cc1c(C)n2c(SCC(=O)N3CCOCC3)nnc2[nH]c1=O,-0.9,-24,2,102,-1,9,0,-0.1,-2
COc1ccccc1CN1C(=NC(=O)C2CCCCC2)SC2CS(=O)(=O)CC21 (stereo not drawn),-1.4,3,8,101,-1,1,4,-0.1,5
CCNc1ccc(P(=O)(c2ccccc2)c2ccccc2)cc1,3.5,-6,7,91,2,-5,-1,-0.1,7
CC(=O)N1CCN(C(=O)CCc2nc3ccccc3c(=O)[nH]2)CC1,-1.7,6,-1,109,-11,0,4,0.4,1
CC1CN(C(=O)CCC(=O)NCc2ccc(Cl)cc2)c2ccccc2O1 (stereo not drawn),1.5,-12,1,123,-2,1,0,0.1,2
COc1ccc(OC)c(CCNC(=O)c2cccc(NC3=NC4CS(=O)(=O)CC4S3)c2)c1 (stereo not drawn),-0.4,9,2,95,7,-1,4,0.1,-2
Cc1ccc(SCc2nc(-c3ccncc3)no2)cc1,1.8,7,-2,98,2,-8,0,0.0,0
Cc1ccc(S(=O)(=O)N2c3ccc(S(N)(=O)=O)cc3CC2C)cc1 (stereo not drawn),-2.0,-10,-4,105,-6,-5,0,0.1,3
CC1(C)NC(=O)N(CCSc2ccc(Cl)cc2)C1=O,0.6,3,1,97,-5,10,-1,0.0,-1
Cc1cc(-c2ccccc2)nc(Cl)c1C#N,2.1,-3,10,104,15,5,0,0.2,3
COc1ccc(NC(=O)C(Sc2nnc(-c3ccncc3)n2-c2ccccc2C)c2ccccc2)cc1Cl (stereo not drawn),0.6,-20,-16,112,-5,0,-10,-0.2,-3
Cc1ccc(Cl)cc1C1=CC(=O)C[C@H](c2ccc(F)cc2)C1,·,-7,1,80,·,-1,·,-0.2,-2
CN(CC(=O)Nc1cccc(F)c1)C(=O)c1cc2c(s1)CCCCC2,2.1,3,5,99,5,-4,-4,0.0,5
CC(OC(=O)c1cccc(S(=O)(=O)N2CCN(C)CC2)c1)C(=O)Nc1ccc(C(N)=O)cc1 (stereo not drawn),·,7,-6,92,·,-2,·,-0.4,1
O=C(CN1C(=O)NC2(CCCCC2)C1=O)N(Cc1ccco1)Cc1cccs1,2.0,2,-10,89,-1,-4,0,-0.1,-5
CCSc1nnc(NC(=O)C(CC)(C(F)(F)F)C(F)(F)F)s1,-1.5,-10,-1,102,-3,2,-3,-0.1,-3
CCOCCCNC(=O)C1c2ccccc2C(=O)N2CCc3ccccc3C12 (stereo not drawn),-0.9,-12,8,81,-9,8,-2,-0.2,7
